From PubChem BioAssay
PLK1 PBD inh: Plk1 (human) PBD binding inhibition | P53350 | Plk1 PBD phosphopeptide binding, fluorescence polarization | inhibition, %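 (tested at about 20 µM)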 | hit rate 0.13% among 97,000 | AID 693; in the data active = inhibition above about 34%, passing the limit was not always enough
FAK blocker: FAK (human) kinase inhibition | Q05397 | biochemical FAK kinase activity assay | inhibition, %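 (tested at 7 µM)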 | hit rate 0.84% among 97,000 | AID 727; in the data active = inhibition above about 19%;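 note: 0% = DMSO and 100% = reference compound high control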
PLK1 inh: inhibitors of human PLK1 kinase. hit rate 0.53% among 97,000. inhibition, % at 10 µM. recombinant PLK1 kinase, TR-FRET peptide phosphorylation;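 active = inhibition of 50% or more in the single-concentration screen; inactive = inhibition below 50%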;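 note: 0% = DMSO max control and 100% = H-89 dihydrochloride min control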
Mac1 fbg inh: CD11b/CD18-fibrinogen binding inhibition; AID 1497; inhibition, % at 10 µM; hit rate 0.54% among 93,000; P05107+P11215; K562 CD11b/CD18 adhesion to fibrinogen, ATPlite luminescence; Mn2+ added to activate the integrin;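 active = primary inhibition of 50% or more at 10 µM, then 40% or more on retest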; note: some results filed as inactive read as strong as hits
Mac1 fbg enh: enhancers of human CD11b/CD18 binding to fibrinogen; P05107+P11215; K562 CD11b/CD18 adhesion to fibrinogen, ATPlite luminescence; activation, % at 10 µM; hit rate 0.07% among 93,000; AID 1499;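 active = 10 µM primary screen giving 50% or more activity, confirmed by 40% or more on retest at that dose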; note: strong numbers were not always called active
ERa SRC1 inh: ER-alpha (human) coactivator binding inhibition | P03372 | TR-FRET ER-alpha LBD / SRC-1 peptide, estradiol-bound | inhibition, % at 25.6 µM | hit rate 1.7% among 86,000 | AID 629; in the data active = inhibition above about 50%;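 note: 0% = receptor plus peptide control and 100% = peptide only without receptor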
ERb SRC1 inh: blocks coactivator binding to human estrogen receptor beta; TR-FRET ER-beta LBD / SRC1-Cy5 peptide binding; receptor agonist-loaded with 1 µM estradiol; AID 633; inhibition, % at 25.6 µM; Q92731; hit rate 1.3% among 86,000;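 active = compounds whose percent inhibition of the receptor-coactivator binding signal exceeds about 50% in the single-dose screen, limit read from the data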;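 note: 0% = receptor plus peptide wells without compound and 100% = peptide-only wells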
Target sequence (Q92731 whole entry, looked up, the tested form may be a part): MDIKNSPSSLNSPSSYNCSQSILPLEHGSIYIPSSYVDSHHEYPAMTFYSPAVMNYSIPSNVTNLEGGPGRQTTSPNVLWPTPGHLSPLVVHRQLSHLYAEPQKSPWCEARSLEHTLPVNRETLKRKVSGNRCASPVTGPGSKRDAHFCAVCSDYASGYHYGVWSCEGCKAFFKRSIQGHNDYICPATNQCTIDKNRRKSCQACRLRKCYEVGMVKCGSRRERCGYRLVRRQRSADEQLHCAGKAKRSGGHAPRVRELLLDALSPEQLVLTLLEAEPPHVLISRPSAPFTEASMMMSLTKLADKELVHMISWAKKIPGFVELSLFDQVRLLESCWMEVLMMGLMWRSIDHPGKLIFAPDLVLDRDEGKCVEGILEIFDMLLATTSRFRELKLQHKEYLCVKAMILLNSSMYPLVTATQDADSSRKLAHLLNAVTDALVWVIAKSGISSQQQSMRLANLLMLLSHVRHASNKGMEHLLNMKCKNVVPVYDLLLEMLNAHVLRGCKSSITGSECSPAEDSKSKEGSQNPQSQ
ERa coact pot: ER-alpha (human) coactivator binding potentiation; P03372; TR-FRET ERalpha-LBD/SRC-Cy5 coactivator binding, 2 h; 100 = basal binding, no effect; coactivator binding (% of control), % at 25.6 µM; hit rate 1.3% among 86,000; AID 639; in the data active = activity above about 200%;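 note: binding measured in presence of low estradiol as agonist stimulus; 0% = peptide alone without receptor and 100% = receptor with peptide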
Rev-RRE block: inhibitors of HIV-1 Rev-RRE RNA interaction; P05866; Rev peptide-RRE RNA binding, FRET; inhibition, % at 8 µM; hit rate 0.79% among 97,000;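 active = inhibition above the screen-wide mean plus 3 SD, cut at about 35% in these data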;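 note: 0% = median DMSO wells and 100% = median Neomycin B control wells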
Target sequence (P05866 whole entry, looked up): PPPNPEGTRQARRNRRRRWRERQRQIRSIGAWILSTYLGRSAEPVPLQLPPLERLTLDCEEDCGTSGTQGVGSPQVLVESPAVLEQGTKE
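Test system: labelled RRE RNA duplex and labelled Rev peptide. Times: 5 min compound–RNA preincubation, then 15 min with peptide, 25 °C. Doses: single-dose 8 µM. Measured by: FRET, excitation 480 nm, emission 540 nm donor and 671 nm acceptor. Measure: % inhibition of FRET ratio versus controls.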
Starred values were filed as active, the others as inactive; nt = no result given; [ ] = remark or other dose.

SMILES	PLK1 PBD inh	FAK blocker	PLK1 inh	Mac1 fbg inh	Mac1 fbg enh	ERa SRC1 inh	ERb SRC1 inh	ERa coact pot	Rev-RRE block
O=C1CC(N2CCOCC2)C(=O)N1c1cc(Cl)cc(Cl)c1 (stereo not drawn)	nt	nt	nt	12.4	-4.5	1.4	-1.9[fluorescence artefact?]	105.8	nt
CC1CC(C)CN(c2ncc3c(n2)CC(c2ccc(Cl)cc2)CC3=O)C1 (stereo not drawn)	-13.1	0.8	-12.0	-0.6	-1.6	-0.3	-7.8	103.4	11.6
CCc1nc(SCC(=O)Nc2nc3c(s2)CCCC3)c2ccccc2n1	-30.2	-55.7	-5.7	nt	nt	nt	nt	nt	2.4
O=C(Nc1nc2ccc(S(=O)(=O)N3CCCC3)cc2s1)C1CCCCC1	9.1	2.9	3.0	nt	nt	10.8	-6.6	96.4	10.8
COCCCNC(=O)c1cccc(C(=O)NCCCOC)c1	-1.4	-2.3	-1.2	-4.4	-4.3	-0.8	-1.2[fluorescence artefact?]	119.3	3.4
CC1(NC(=O)N2CCCCC2)CCS(=O)(=O)C1 (stereo not drawn)	nt	nt	nt	0.1	-5.5	17.0[fluorescence artefact?]	13.6	85.7	nt
CCC(C)(C)NC(=O)C(c1ccccc1)N(Cc1cccs1)C(=O)Cn1nnc2ccccc21 (stereo not drawn)	25.4	0.0	-10.4	nt	nt	1.0	0.0	94.8[fluorescence artefact?]	4.7
COc1ccc(S(=O)(=O)Nc2cc(C(=O)NC3CCCCCC3)ccc2N2CCOCC2)cc1	2.6	-10.4	7.3	-7.6	-0.2	-3.8[fluorescence artefact?]	4.6	110.7	-1.4
CCn1c(O)c(C(C#N)=C2N=c3ccccc3=N2)c2ccccc21	12.7	-1.7	-3.1	-2.0	0.8	nt	nt	nt	0.2
CC(C)(C)NC(=O)CSc1nncn1NCc1c(Cl)cccc1Cl	-11.8	-4.0	-4.0	nt	nt	-8.2	-23.6[fluorescence artefact?]	109.2[fluorescence artefact?]	-1.2
CSc1nc(N(C)NC(=O)c2ccc(Cl)cc2)c2ccccc2n1	-1.2	0.3	-4.0	4.7	-0.1	nt	nt	nt	2.4
O=C(NCCc1ccccc1)c1cc(-c2ccco2)on1	0.1	-3.1	-2.7	nt	nt	9.3	-6.7	92.5	5.1
Cc1ccccc1CSc1nncn1N	20.2	3.0	-2.8	4.3	1.2	-9.9	-2.1	131.5	11.8
COC(=O)c1cn(C)c2ccc(S(=O)(=O)N3CC(C)CC(C)C3)cc2c1=O (stereo not drawn)	-16.9	5.7	-10.1	nt	nt	14.0	11.9	76.7[fluorescence artefact?]	0.0
Cc1ccc2[nH]c3c(=O)n(CCN4CCNCC4)cnc3c2c1	-10.0	-6.2	-9.2	3.8	-0.8	5.0	4.5	117.3	-0.8
Cc1ccccc1N(CC(=O)O)S(C)(=O)=O	18.4	1.0	-18.6	nt	nt	-12.1	-21.0	89.3	2.0
CSc1nc(N2CCOCC2)c2c3c(sc2n1)CCC3	-14.4	0.6	-13.2	14.9	3.6	18.0[fluorescence artefact?]	61.8*[fluorescence artefact?]	77.6[fluorescence artefact?]	8.2
Cc1ccc(C)n1NC(=O)c1ccccc1O	-6.1	-3.9	-10.5	-10.0	0.5	-4.2	21.6	78.5	4.3
CCCSc1nc(C)c(C(C)=O)cc1C#N	-1.6	0.8	-1.5	11.2	-5.2	4.4	-5.6	92.5	5.0
Cc1ccc(S(=O)(=O)c2nc(N3CCOCC3)sc2Cl)cc1	20.1	0.5	-9.5	10.5	-5.4	-10.7	2.9	126.2[fluorescence artefact?]	6.1
CCC(C)n1c(SCC(=O)Nc2cc(C)on2)nc2ccccc2c1=O (stereo not drawn)	37.6	5.3	1.6	nt	nt	-5.8	1.8	102.0	9.3
Cc1nc(SCC#N)c2c3c(sc2n1)CCC3	0.9	-1.0	-1.3	-28.3	-4.8	-2.9	-2.2	130.9	2.6
CCN(CC)S(=O)(=O)c1ccc(Cl)c(C(=O)NCC2CCCO2)c1 (stereo not drawn)	1.4	2.3	0.3	-2.3	-0.1	3.6	27.5	90.4[fluorescence artefact?]	4.5
CCN1CCN(c2ccc(NC(=O)c3cccc4ncccc34)cc2)CC1	-2.5	11.9	-6.2	-26.2	5.8	50.0*[fluorescence artefact?]	63.1*[fluorescence artefact?]	25.3[fluorescence artefact?]	5.6
CC(=O)Nc1nc2n(n1)C(c1ccc(F)cc1)C=C(c1ccccc1)N2 (stereo not drawn)	8.1	0.8	-21.0	38.1	2.6	-2.6[fluorescence artefact?]	3.3	113.6[fluorescence artefact?]	56.3*

(more compounds)
SMILES	PLK1 PBD inh	FAK blocker	PLK1 inh	Mac1 fbg inh	Mac1 fbg enh	ERa SRC1 inh	ERb SRC1 inh	ERa coact pot	Rev-RRE block
N#CC1=C(SCc2ccccc2Cl)NC(=O)C(C(N)=O)C1 (stereo not drawn)	nt	nt	nt	-9.1	-3.5	5.4	8.2	77.7	nt
CCCCn1nc2cc(C(=O)NCc3ccc4c(c3)OCO4)ccc2c1OCC	-14.5	-1.8	-10.9	-5.1	-0.1	nt	nt	nt	9.3
O=C1c2ccccc2C(=O)N1CC1c2ccccc2CCN1C(=O)N1CCOCC1 (stereo not drawn)	-18.8	4.1	-3.8	-24.6	-1.1	-2.8	0.3[fluorescence artefact?]	121.4[fluorescence artefact?]	8.1
COc1cccc(C(=O)Nc2cccc(-c3nnc(-c4ccco4)o3)c2)c1	2.5	-2.5	-4.8	5.9	-5.1	-13.2	-1.1	102.1	11.4
COc1cc(C=O)ccc1OCCOCCOc1ccc(Cl)cc1	3.3	-1.2	-3.8	24.4	1.1	nt	nt	nt	3.5
COc1cccc(-c2nn(-c3ccccc3)cc2/C=C\C(=O)c2cccs2)c1	26.0	0.1	-2.4	nt	nt	nt	nt	nt	10.9
CCC(=O)N1CCc2cc(S(=O)(=O)N3CCc4ccccc43)ccc21	14.6	2.5	-3.4	8.9	-1.5	0.8	-1.8	92.8	4.5
CCN1CCN(C(c2cccc(OC)c2)c2sc3nc(C)nn3c2O)CC1 (stereo not drawn)	nt	nt	nt	-7.8	2.0	-2.9	1.8	104.5	nt
COc1ccc(-c2cc(C(=O)NCCN3CCOCC3)c3ccccc3n2)c(OC)c1	20.3	-1.6	-6.8	-12.2	2.6	-5.6	-3.8	95.1	-1.6
CCOC(=O)c1ccc(-n2c(-c3ccco3)nc3ccccc3c2=O)cc1	nt	nt	nt	5.8	2.1	4.0	-14.6[fluorescence artefact?]	118.2	nt
O=C(CCCOc1ccccc1)NCc1ccco1	-29.6	-0.8	-3.9	-10.3	-0.3	nt	nt	nt	2.9
CCc1ccc(N2CC(C(=O)OCC(=O)NC3CCS(=O)(=O)C3)CC2=O)cc1 (stereo not drawn)	-17.3	-4.8	2.7	nt	nt	-2.1	-1.8	111.2[fluorescence artefact?]	4.8
CCOC(=O)N1CCC(NC(=O)Cc2ccc(-n3c(=O)[nH]c4ccccc4c3=O)cc2)CC1	-8.0	0.1	-8.4	nt	nt	-2.3	-1.4	120.8[fluorescence artefact?]	4.1
O=C(Nc1nnc(-c2cccs2)o1)c1ccco1	4.5	-1.7	-2.1	-15.4	-2.2	-10.3	-7.0	113.9	0.8
CNC(=O)N(C1=NCC(C)(C)S1)c1ccc(F)c(Cl)c1	5.2	1.8	-14.6	6.1	-0.5	6.2	-13.0	98.2[fluorescence artefact?]	6.0
COc1cccc(C2C=C(c3cccs3)Nc3ncnn32)c1OC (stereo not drawn)	-13.6	-2.2	6.8	nt	nt	1.5	-2.1[fluorescence artefact?]	103.8	18.9
c1ccc(-c2nccc(-c3ccc(-n4cnc5ccccc54)cc3)n2)cc1	-13.4	86.0*	-4.3	3.1	-1.3	91.8*[fluorescence artefact?]	62.8*[fluorescence artefact?]	147.8[fluorescence artefact?]	10.7
CCC(=O)N1CCc2cc(S(=O)(=O)CCC(=O)O)ccc21	-0.7	-3.6	-5.1	-12.0	8.0	-36.1	-21.1	98.8	7.3
CCOc1ccc(-n2c(SC(C)C(=O)OC)nc3c(c2=O)SCC3)cc1 (stereo not drawn)	8.4	4.2	-11.7	nt	nt	nt	nt	nt	5.2
CSc1nsc(SC)c1NC(=O)N1CCCC1	-8.5	-9.2	-4.0	11.1	4.9	nt	nt	nt	0.6
CCOC(=O)N1CCN(C(=O)c2cnsn2)CC1	-22.9	-1.3	-8.6	-3.1	4.0	-4.1	-2.2	102.5	4.4
CCN(CC)c1ccc(/C=C(/C#N)c2nc3ccc(C)cc3[nH]2)c(OC(C)C)c1	-191.8	2.5	-67.2	nt	nt	nt	nt	nt	138.1*[fluorescence artefact?]
Cc1nc(NC(=S)NC(=O)c2cccs2)sc1C(=O)N(C)C	30.2	2.0	-13.7	-5.6	1.2	nt	nt	nt	5.3
COc1ccccc1NS(=O)(=O)c1cc(C)ccc1C	14.7	3.4	-29.0	6.1	0.7	0.3	-7.4	96.9	8.2
COc1cc(C)nc(Oc2ccc(=O)n(C)n2)n1	21.3	0.3	-6.5	-3.1	-0.9	-25.5	-26.2[fluorescence artefact?]	109.3	1.4

Further results:
SMILES	PLK1 PBD inh	FAK blocker	PLK1 inh	Mac1 fbg inh	Mac1 fbg enh	ERa SRC1 inh	ERb SRC1 inh	ERa coact pot	Rev-RRE block
Cn1c(NC(=O)C(C)(C)Oc2ccc(Cl)cc2)cc(=O)n(C)c1=O	nt	nt	nt	-27.0	0.6	0.5	-4.1	108.7	nt
CCNc1nc(Cl)nc(NCc2ccccc2)n1	-18.4	0.6	-3.9	nt	nt	nt	nt	nt	13.0
O=C(NCCOCCOCCNC(=O)c1cccnc1)c1cccnc1	11.7	-1.2	-15.4	2.5	-1.2	-8.0	-15.4	114.6	8.1
COc1ccc(NC(=O)CCN2CCC(C)CC2)cc1	16.5	2.7	-1.5	3.7	-8.1	-4.5	-7.5	102.5	4.2
O=C(NC1CCCCC1)N1CCCc2ccccc21	nt	nt	nt	1.7	-1.9	-3.9	-5.2	107.8	nt
COc1ccc(C(=O)NC(=S)Nc2ccccc2N2CCN(S(C)(=O)=O)CC2)cc1OC	-18.7	1.1	0.9	-16.2	11.0	nt	nt	nt	-3.6
O=C(NNc1ccccn1)C(=O)NNS(=O)(=O)c1ccc(Cl)cc1	-16.3	1.0	-2.7	nt	nt	nt	nt	nt	1.6
N#CC1(P(=O)(c2ccccc2)c2ccccc2)CC1	-13.6	2.7	-0.7	-14.7	-3.6	-2.8	-9.2	101.8	2.1
CCCS(=O)(=O)N1CCC(C(=O)N2CCN(Cc3ccccc3)CC2)CC1	-15.9	1.8	-3.5	-6.8	-1.8	-6.9	-2.8	116.0[fluorescence artefact?]	5.2
C/C(=N\Nc1nnc(-c2ccccc2)c(-c2ccccc2)n1)c1cccc([N+](=O)[O-])c1	9.0	6.1	-3.8	nt	nt	nt	nt	nt	5.0

Entries of single compounds as entered above. Values in the order: PLK1 PBD inh | FAK blocker | PLK1 inh | Mac1 fbg inh | Mac1 fbg enh | ERa SRC1 inh | ERb SRC1 inh | ERa coact pot | Rev-RRE block
O=C(NNc1ccccn1)C(=O)NNS(=O)(=O)c1ccc(Cl)cc1 as listed: -16.3 | 1.0 | -2.7 | nt | nt | nt | nt | nt | 1.6
COc1ccc(C(=O)NC(=S)Nc2ccccc2N2CCN(S(C)(=O)=O)CC2)cc1OC as listed: -18.7 | 1.1 | 0.9 | -16.2 | 11.0 | nt | nt | nt | -3.6
CCNc1nc(Cl)nc(NCc2ccccc2)n1 as listed: -18.4 | 0.6 | -3.9 | nt | nt | nt | nt | nt | 13.0
C/C(=N\Nc1nnc(-c2ccccc2)c(-c2ccccc2)n1)c1cccc([N+](=O)[O-])c1 as listed: 9.0 | 6.1 | -3.8 | nt | nt | nt | nt | nt | 5.0
